Giardia killer = Small Molecules that selectively kill Giardia lamblia: qHTS | Giardia lamblia trophozoite viability | activity change, % at 7.66 µM, hits read low | 340,000 compounds, 0.15% hits; in the data active means activity change below about -80%; inconclusive means between about -30% and that limit;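 further: parasites exposed to compound for two days anaerobically before the ATP read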
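Luminescent ATP signal served as the viability read-out, measured 15-30 min after adding ATP detection reagent to trophozoites that had been incubated with compounds for 48 hrs at 37 deg C anaerobically at 100 cells/well.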
Eya2 phos inh = qHTS Assay for Inhibitors of the Phosphatase Activity of Eya2 | Protein phosphatase EYA2 (Homo sapiens), O00167 | recombinant Eya2, OMFP fluorescence dephosphorylation (OMFP is methylfluorescein phosphate) | Potency, µM (top dose mostly 76.9 µM), without a hit: at the top dose activity, negative = inhibition, hits mostly inhibitors | 330,000 compounds, 0.006% hits | AID 488837, 2010; further: potency means the concentration at half of the fitted maximal effect
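Eya2 (0.2 uM) preincubated 10 min at ambient with compound, then OMFP substrate added at 50 uM; 10 min reaction in 50 mM HEPES pH 7.5, 50 mM NaCl, 5 uM MgCl2, 0.05% BSA, 1 mM DTT. Fluorescence read at Ex 485/Em 525 nm.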
BCR signal inh = qHTS Assay to Find Inhibitors of Chronic Active B-Cell Receptor Signaling; ABC-DLBCL IkBa-CBG/CBR reporter, luminescence ratio, 4 h; Potency, µM (top dose mostly 46.1 µM), for inactives: at the highest dose ratio change, negative = lower green/red ratio, hits mostly inhibitors; 340,000 compounds, 0.05% hits; AID 493014, 2011; active means well fitted inhibition curve with a large enough effect in the signal ratio, with a control signal flat, not every such curve was filed as active; inconclusive means small, poorly fitted or top-dose-only effect, or effect the other way, or a change in a side signal; the % refers to the signal ratio;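 further: potency means the concentration at half of the fitted maximal effect; plate controls were basal doxycycline-induced cells for no effect and cells given 10 µM MG132 for full effect; MG132 reads +100%, hits lower the ratio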
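TMD8 human ABC-DLBCL cells with doxycycline-inducible IκBα–green luciferase fusion and unfused red luciferase, in 0.5% FBS medium; compounds up to 46 uM, 4 h at 37C. Green/red luminescence ratio, filter-overlap corrected, fitted to concentration-response curves.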
PKM2 act = qHTS Assay for Activators of Human Muscle isoform 2 Pyruvate Kinase; purified PKM2, Kinase-Glo ATP luminescence, activation; response scale: 0% is enzyme alone, no compound; Pyruvate kinase PKM (Homo sapiens), P14618; Potency, µM (series often up to 57.5 µM), without a hit: top-dose activation, hits mostly activators; 260,000 compounds, 0.34% hits; further: potency means the concentration at half of the fitted maximal effect; nearly all actives have a fitted effect of over 55% in size
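hPK-M2, >95% pure; 0.1 mM ADP / 0.5 mM PEP final; imidazole pH7.2 buffer w/ 7 mM MgCl2, 50 mM KCl; 1 h RT; Kinase-Glo lum. Intermediate enzyme activity for dual inhibitor/activator qHTS.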
USP2a block = qHTS Assay for Inhibitors of Ubiquitin-specific Protease USP2a Using CHOP2 as the Reporter. Ubiquitin carboxyl-terminal hydrolase 2 (Homo sapiens), O75604. 330,000 compounds, 0.01% hits. AID 463254, 2010. Potency, µM (series often up to 38.3 µM), inactives show top-dose activity change, negative = inhibition, hits mostly inhibitors. USP2 core, Ub-CHOP2 coupled fluorogenic reporter, 485/531;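 further: potency means the concentration at half of the fitted maximal effect; plate controls were DMSO wells for no effect and full inhibition by NEM control for full effect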
Target sequence (O75604 whole entry, looked up): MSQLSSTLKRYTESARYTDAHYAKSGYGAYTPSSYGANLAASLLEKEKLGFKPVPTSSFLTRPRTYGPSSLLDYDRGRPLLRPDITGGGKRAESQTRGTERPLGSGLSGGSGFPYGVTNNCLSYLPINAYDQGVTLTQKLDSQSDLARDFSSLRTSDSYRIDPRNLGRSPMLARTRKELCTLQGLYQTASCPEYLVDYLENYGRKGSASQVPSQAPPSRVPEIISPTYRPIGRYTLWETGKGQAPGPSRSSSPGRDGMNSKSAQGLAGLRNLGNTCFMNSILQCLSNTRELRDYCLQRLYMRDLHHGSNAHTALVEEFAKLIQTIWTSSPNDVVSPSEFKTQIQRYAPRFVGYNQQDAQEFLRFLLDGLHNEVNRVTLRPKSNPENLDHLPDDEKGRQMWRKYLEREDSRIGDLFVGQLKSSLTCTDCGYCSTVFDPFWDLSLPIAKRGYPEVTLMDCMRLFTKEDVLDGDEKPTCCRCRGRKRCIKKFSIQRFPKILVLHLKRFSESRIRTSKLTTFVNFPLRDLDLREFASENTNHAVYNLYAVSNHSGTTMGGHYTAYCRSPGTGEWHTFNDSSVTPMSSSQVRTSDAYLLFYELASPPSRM
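USP2 core (10nM final) preincubated 30min RT with compound in 20mM Tris-HCl pH 8.0, 2mM CaCl2, 2mM beta-mercaptoethanol, 0.05% CHAPS; 25nM Ub-CHOP2 plus 25nM reporter substrate added, fluorescence (Ex485/Em531) read after 60min.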
B2AR arrestin = qHTS assay of beta-arrestin-biased ligands of beta2-adrenergic receptor. beta-arrestin recruitment to beta2AR, cell-based reporter. Beta-2 adrenergic receptor (Homo sapiens), P07550. Potency, µM (titrated, usually from 46.1 µM), without a hit: top-dose activation, actives largely listed as activators. 330,000 compounds, 0.02% hits;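 further: potency means the concentration at half of the fitted maximal effect; 0% = DMSO controls and full agonism = EC100 isoproterenol or metaproterenol; nearly all actives have a fitted effect of over 65% in size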
Target sequence (P07550 whole entry, looked up): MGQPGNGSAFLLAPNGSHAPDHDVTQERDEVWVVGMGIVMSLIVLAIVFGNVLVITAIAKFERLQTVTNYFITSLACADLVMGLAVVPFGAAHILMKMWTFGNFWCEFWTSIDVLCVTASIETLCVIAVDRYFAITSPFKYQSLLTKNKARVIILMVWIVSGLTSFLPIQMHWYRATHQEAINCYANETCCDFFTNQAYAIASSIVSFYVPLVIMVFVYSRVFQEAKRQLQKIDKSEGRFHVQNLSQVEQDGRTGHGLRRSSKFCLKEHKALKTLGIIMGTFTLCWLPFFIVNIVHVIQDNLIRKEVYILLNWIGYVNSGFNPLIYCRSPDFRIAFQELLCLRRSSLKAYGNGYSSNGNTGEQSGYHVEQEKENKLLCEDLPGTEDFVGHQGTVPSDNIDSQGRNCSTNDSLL
uPA surface inh = qHTS for Inhibitors of Cell Surface uPA Generation; cell surface uPA generation assay, qHTS; Potency, µM (doses to about 38.3 µM), for the others: top-dose activity change, negative = inhibition, usual class: inhibitors; 330,000 compounds, 0.31% hits; AID 540303, 2011; active means well fitted inhibition curve with a large enough effect; inconclusive means small, poorly fitted or top-dose-only effect; inactive means no such curve, though single readings can be large or run the other way; tested in mouse RAW 264.7 cells; further: potency means the concentration at half of the fitted maximal effect; nearly all actives have a fitted effect of over 55% in size
FBPA coupling cs = qHTS Assay for Inhibitors of Fructose-1,6-bisphosphate Aldolase from Giardia Lamblia: Coupling assay counterscreen; coupling enzyme system counterscreen, AmpLite Red fluorescence; activity change, negative = inhibition, % at 58.2 µM, hits read low; 290,000 compounds, 0.67% hits; AID 2472, 2010; in the data active means activity change below about -30%
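Coupling enzymes only (glyceraldehyde-3-phosphate) + compound, at 57.5 uM final, 10 min RT; add substrate/coupling/AmpLite Red mix, 20 min RT; fluorescence ex 525/em 598 nm. Actives flag coupling-system interference.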
KCNH2 3.1 inh = qHTS for Inhibitors of KCHN2 3.1: Mutant qHTS | 340,000 compounds, 0.95% hits | Potassium voltage-gated channel subfamily H member 2, brain isoform KCNH2 3.1 (human) | U2OS KCNH2 3.1, thallium flux FluxOr; stronger effect = lower value | AID 720553, 2013 | activity change, % (tested at about 1.8 µM);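 active means maximum activity change below -70%; inconclusive means maximum activity change from -70% to -50%; inactive means maximum activity change above -50%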;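 further: thallium influx rate constant from kinetic fluorescence after stimulation buffer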
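U2OS cells transduced with KCNH2 3.1 mutant virus (1.77 x 10^8 /mL, 4 h), plated overnight at 37 C, loaded 45 min with FluxOr dye plus Red40 quencher. Thallium flux rate constant from kinetic reads after stimulation buffer, normalised to controls.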
GALK inhibitor = qHTS Assay for Inhibitors of Human Galactokinase (GALK); P51570; Purified GALK, Kinase-Glo residual ATP luminescence; Potency, µM (series often up to 57.5 µM), without a hit: top-dose activity change, negative = inhibition, actives largely listed as inhibitors; 270,000 compounds, 0.007% hits; AID 1868, 2009; further: potency means the concentration at half of the fitted maximal effect
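The enzyme phosphorylates galactose (100 uM) using ATP (35 uM); inhibition is detected as higher residual ATP, quantified by bioluminescence after 1 h reaction at room temperature, pH 8.0.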
hERG WT inh = qHTS for Inhibitors of KCHN2 3.1: Wildtype qHTS. activity change, % at 1.84 µM. Voltage-gated inwardly rectifying potassium channel KCNH2 (Homo sapiens), Q12809. U2OS, BacMam KCNH2, thallium flux FluxOr; stronger effect = lower value. 340,000 compounds, 0.37% hits;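 active means maximum activity change below -70%; inconclusive means maximum activity change between -70% and -50%; inactive means maximum activity change above -50%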
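U2OS cells were transduced with wild-type KCNH2 virus (2.03 x 10^8 / mL) for 4 h at room temperature, then cultured overnight at 37 C. Thallium flux was read with FluxOr dye. Rate constants were normalized to DMSO controls.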
* hit, by the source's call; ? = inconclusive; / = no result given; [ ] = another dose, or the depositor's remark. Unless noted, the call rests on the fitted dose curve; in most records, active means well fitted curve in the direction sought with a large enough effect; inconclusive means small, poorly fitted or top-dose-only effect, or another doubt; inactive means no such curve, though single readings can be large; an effect the other way counts as inactive or inconclusive. Unless noted, on the % scale 0 is the no-effect control and ±100 the full control effect.

mol,BCR signal inh,B2AR arrestin,Giardia killer,GALK inhibitor,uPA surface inh,hERG WT inh,PKM2 act,USP2a block,Eya2 phos inh,FBPA coupling cs,KCNH2 3.1 inh
CC1(C)Nc2ccccc2C(=O)N1NS(=O)(=O)c1ccccc1,2%,-0.1%,-3,-2%,13%,-11,0%,0%,-13%,-2,/
O=C1CSC(c2ccco2)N1 (configuration not stated),3%,0.5%,7,4%,0%,4,-10%,-1%,8%,2,-9
O=C(NC1CC1)c1ccc(S(=O)(=O)NCC2CCCCC2)cc1,-9%,-0.6%,-2,0%,-6%,9,15%,1%,10%,2,-8
CCc1c(C)c2cc(Cl)c(O)c(CN(CC)CC)c2oc1=O,-9%,0.2%,5,0%,/,-3,2%,1%,10%,0,4
O=C(Nc1cccc([N+](=O)[O-])c1)c1ccc2ccccc2c1O,?,-1.0%,-7,/,-6%,-3,-7%,1%,?,0,5
COC(=O)[C@@]1(Cc2ccccc2)[C@H]2C(=O)N(C)C(=O)[C@H]2[C@H]2CN=C(SC)N21,0%,-0.1%,15,/,-10%,3,/,1%,-1%,/,0
COc1ccccc1Nc1ccc(NC(=O)c2cccc([N+](=O)[O-])c2C)cc1,?,-0.7%,-9,4%,8%,-3,/,-4%,7%,0,-13
COc1cc(OC)cc(-c2c(C#Cc3ccsc3)c3cc(-c4cc(F)cc(F)c4)ccc3n2C)c1,1%,0.2%,5,/,12%,-2,/,2%,7%,/,-14
Cc1cc(OCC(=O)NCc2ccccn2)c2c(C)c(Cc3ccccc3)c(=O)oc2c1,-3%,0.4%,-21,4%,1%,-3,-7%[0.46 µM],-2%,9%,0,-34
NC(=O)C1CCN(C(=O)c2cn(-c3ccccc3)nc2-c2cccnc2)CC1,-3%,-0.1%,-11,/,-1%,-10,/,2%,6%,/,2
CSc1ccc(CN2CCC(C(=O)NCc3ccc(C)cc3)CC2)cc1,?,-1.0%,11,-1%,-13%,/,-37%,3%,2%,-1,-93*
O=C(Nc1ccccc1Cl)NC1(C(=O)NCc2ccncc2)CCCCC1,-1%,-0.1%,-10,-3%,3%,-11,/,0%,-13%,1,-7
O=C(O)C1CCCCC1C(=O)Nc1nc(-c2ccc(Cl)s2)cs1 (configuration not stated),?,0.0%,2,10%,-5%,-6,0%,-6%,-3%,8,-6
Cc1cccc(N(C(=O)c2csnn2)C(C(=O)NCc2ccccc2)c2ccc(C)o2)c1 (configuration not stated),7%,5.8%,-5,0%,0%,8,1%,0%,-5%,1,12
Cc1ccc(S(=O)(=O)NC(Cc2ccccc2)C(=O)O)cc1C (configuration not stated),12%,-0.8%,-4,0%,-1%,-12,/,-6%,-5%,5,-4
COc1ccc(C(=O)COC(=O)CN2C(=O)NC3(CC(C)CC(C)(C)C3)C2=O)c(OC)c1 (configuration not stated),-1%,-0.1%,7,/,8%,1,/,2%,-3%,/,2
CCOc1cc(C2NC(=S)NC(C)=C2C(=O)Nc2ccc(OC)cc2)ccc1O (configuration not stated),2%,-0.8%,11,2%,13%,-3,1%,4%,4%,2,2
COc1cccc(CN2CCCC(C(=O)c3ccc4c(c3)OCO4)C2)c1O (configuration not stated),-16%,0.3%,11,-1%,6%,56,2%,-3%,-9%,0,-19
CN(C)C(=O)C[n+]1ccc(/C=N/O)cc1,-1%,-0.2%,22,/,2%,5,10%,0%,1%,-1,10
CC1CN(C(=O)/C=C/c2ccc3c(c2)OCO3)CC(C)O1 (configuration not stated),?,-0.3%,11,1%,/,-7,11%,-1%,11%,1,12
Cc1ccc(NC(=O)C2CCCN(S(=O)(=O)c3ccc(-n4cnnn4)cc3)C2)cc1 (configuration not stated),1%,-0.6%,17,4%,1%,5,/,2%,-6%,-1,13
O=C(Nc1ccc(N2CCOCC2)cc1)C1CCCCN1S(=O)(=O)c1ccccc1 (configuration not stated),?,0.1%,-13,-2%,-2%,-3,1%,5%,-1%,-1,-3
Cc1cccc(-n2c(=O)[nH]c3c(C(N)=O)nc(C(C)C)nc32)c1,?,-0.1%,5,-5%,8%,-20,0%,4%,6%,-2,-8
O=C1CCCC2=C1C(c1cccc(O)c1)c1c(ccc3ncccc13)N2 (configuration not stated),?,0.0%,-20,-2%,0%,-5,-1%,4%,-1%,-2,-9
CCC1(CC)NC(=O)N(CC(=O)OCC(=O)NC(=O)c2ccc(Cl)cc2)C1=O,?,-0.3%,-3,0%,-2%,-4,1%,-5%,-5%,-3,-1

Single records, from the list above.
Shown for COc1ccc(C(=O)COC(=O)CN2C(=O)NC3(CC(C)CC(C)(C)C3)C2=O)c(OC)c1 (configuration not stated) → BCR signal inh = -1%; B2AR arrestin = -0.1%; Giardia killer = 7; GALK inhibitor = /; uPA surface inh = 8%; hERG WT inh = 1; PKM2 act = /; USP2a block = 2%; Eya2 phos inh = -3%; FBPA coupling cs = /; KCNH2 3.1 inh = 2
Shown for CCC1(CC)NC(=O)N(CC(=O)OCC(=O)NC(=O)c2ccc(Cl)cc2)C1=O → BCR signal inh = ?; B2AR arrestin = -0.3%; Giardia killer = -3; GALK inhibitor = 0%; uPA surface inh = -2%; hERG WT inh = -4; PKM2 act = 1%; USP2a block = -5%; Eya2 phos inh = -5%; FBPA coupling cs = -3; KCNH2 3.1 inh = -1

(next part)
mol,BCR signal inh,B2AR arrestin,Giardia killer,GALK inhibitor,uPA surface inh,hERG WT inh,PKM2 act,USP2a block,Eya2 phos inh,FBPA coupling cs,KCNH2 3.1 inh
COC(=O)C1=C(C)N(CCc2ccccc2)C(=O)C1,9%,0.1%,12,0%,3%,-13,1%,3%,22%,-4,7
CCOc1ccc(S(=O)(=O)N2CCCC(C(=O)NCc3ccccn3)C2)cc1C (configuration not stated),-2%,-0.2%,-8,8%,-3%,-4,0%,3%,-3%,2,0
O=C(O)c1cc2c(cc1NC(=O)c1ccccc1C(F)(F)F)OCCCO2,-2%,0.1%,-1,17%,6%,-7,-2%,4%,3%,5,10
COc1ccc(C(=O)c2c(-c3cccc(C)c3)oc3ccc(N4CCOCC4)cc23)cn1,19%,-0.2%,-19,/,?,-2,-3%,1%,-7%,-1,20
O=C(CSc1cn(CC(=O)N2CCCC2)c2ccccc12)NCC1CCCO1 (configuration not stated),12%,-0.4%,-13,1%,4%,1,0%,1%,1%,0,-5
COc1ccccc1NC(=O)COc1ccc(/C=N/NS(=O)(=O)c2ccc(C)cc2)cc1,0%,-0.3%,5,2%,8%,-3,0%,2%,-16%,1,1
O=C(NC(=S)Nc1ccccc1N1CCOCC1)c1sc2ccccc2c1Cl,-6%,-0.5%,-10,0%,12%,-10,-3%,2%,6%,2,-26
COc1ccccc1OCC(=O)NCCSCc1ccc(Cl)cc1,0%,0.1%,-7,0%,-4%,6,0%,1%,-11%,9,8
CCN(C(=O)c1cc2cccc(OC)c2oc1=O)C1CCCCC1,11%,-0.7%,18,-1%,2%,-1,0%,4%,1%,1,12
O=C1CN(CC(=O)N2CCCCC2)c2ccccc2O1,?,-0.6%,-1,0%,-2%,-35,-1%,-1%,-1%,-17,/
O=C(Nc1ccc(N2CCN(Cc3ccccc3)CC2)cc1)c1ccccc1[N+](=O)[O-],-1%,-0.2%,-3,-1%,-31%,-1,-5%,0%,1%,1,15
Clc1nc2sccn2c1/C=N/n1cnc2ccccc21,3%,0.4%,-7,2%,-4%,-4,-4%,3%,18%[15.4 µM],4,-3
